GDH-TPI inh = counter-screen for M. tuberculosis FBA inhibitors: GDH-TPI coupled enzymes; GDH-TPI coupled enzyme counterscreen, NADH absorbance; 360,000 compounds, 1.2% hits; inhibition, % at 4.8 µM; in the data active = inhibition above about 30%;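 also: 0% = DMSO wells and 100% = wells lacking the enzyme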
Mtb FBA inh = Mtb fructose-bisphosphate aldolase inhibition; purified M. tuberculosis FBA, fluorescence read-out; inhibition, % at 1 µM; 360,000 compounds, 2.3% hits; AID 588726; in the data active = inhibition above about 27%;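 also: 0% = vehicle and 100% = reference inhibitor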
BoNT-A LC inh2 = inhibitors of Botulinum neurotoxin A light chain protease | multiplex microsphere protease substrate cleavage, flow cytometry | 360,000 compounds, 0.17% hits | inhibition, % at 10 µM; also: plate controls were buffer without enzyme for full effect and enzyme alone for no effect
PfHsp40 yeast = restores yeast growth despite PfHsp40 toxicity. S. cerevisiae expressing PfHsp40, growth rescue, ATP luminescence. growth rescue, % at 12.5 µM. 340,000 compounds, 0.68% hits. AID 504582; in the data active = growth rescue above about 28%, passing the limit was not always enough; inconclusive = no clear call, values can overlap the other calls;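 also: yeast W303a lacking pdr1 and pdr3 grown in galactose medium; growth measured after three days at 30 °C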
Mtb BioA inh = BioA (M. tuberculosis) enzyme inhibition | 360,000 compounds, 0.096% hits | inhibition, % at 9.99 µM | AID 602481 | purified M. tuberculosis BioA enzyme, plate reader; in the data active = inhibition above about 40%; inconclusive = no clear call, values can overlap the other calls
FadD28 binding = blocks FadD28 binding to the bisubstrate probe; 360,000 compounds, 0.22% hits; AID 588549; inhibition, % at 12.5 µM; fluorescence polarization; in the data active = inhibition above about 8.5%, passing the limit was not always enough; inconclusive = no clear call, values can overlap the other calls
Anthrax LF prot = blocks Bacillus anthracis lethal factor protease; 360,000 compounds, 0.12% hits; multiplex microsphere protease cleavage assay, LF; inhibition, % at 10 µM; P15917; also: plate controls were buffer without enzyme for full effect and enzyme alone for no effect
Target sequence (P15917 whole entry, looked up): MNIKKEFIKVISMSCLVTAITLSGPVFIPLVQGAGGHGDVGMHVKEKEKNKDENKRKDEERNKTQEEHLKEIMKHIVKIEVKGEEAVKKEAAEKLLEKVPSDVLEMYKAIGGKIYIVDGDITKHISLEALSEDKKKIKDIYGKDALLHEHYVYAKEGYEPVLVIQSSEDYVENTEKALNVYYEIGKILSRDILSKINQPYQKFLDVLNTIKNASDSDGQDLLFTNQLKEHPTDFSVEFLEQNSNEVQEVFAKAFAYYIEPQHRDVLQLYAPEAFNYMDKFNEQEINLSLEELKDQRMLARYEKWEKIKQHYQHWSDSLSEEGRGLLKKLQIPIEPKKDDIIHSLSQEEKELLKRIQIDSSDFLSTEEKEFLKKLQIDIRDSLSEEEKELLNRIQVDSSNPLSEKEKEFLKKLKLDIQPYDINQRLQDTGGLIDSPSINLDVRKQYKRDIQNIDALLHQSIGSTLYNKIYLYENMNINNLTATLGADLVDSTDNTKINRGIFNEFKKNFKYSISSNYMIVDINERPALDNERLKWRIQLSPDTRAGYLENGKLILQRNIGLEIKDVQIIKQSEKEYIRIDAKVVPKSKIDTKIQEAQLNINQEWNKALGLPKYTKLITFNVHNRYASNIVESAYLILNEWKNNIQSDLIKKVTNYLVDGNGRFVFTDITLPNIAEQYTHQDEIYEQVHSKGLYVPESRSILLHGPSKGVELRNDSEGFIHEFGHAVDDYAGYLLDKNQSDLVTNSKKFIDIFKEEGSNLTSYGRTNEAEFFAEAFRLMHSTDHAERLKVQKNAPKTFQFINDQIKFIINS
Mtb UGM inh = Mtb UDP-galactopyranose mutase inhibition; purified UGM, fluorescence polarization probe displacement; inhibition, % at 10 µM; 320,000 compounds, 0.06% hits; AID 504406; in the data active = inhibition above about 10%, passing the limit was not always enough; inconclusive = no clear call, values can overlap the other calls
BoNT-F LC inh = BoNT F light chain protease inhibition. Multiplex microsphere protease cleavage assay, flow cytometry. inhibition, % at 10 µM. 360,000 compounds, 0.22% hits. AID 588497; in the data active = inhibition above about 35%, passing the limit was not always enough; inconclusive = no clear call, values can overlap the other calls; also: plate controls were buffer without enzyme for full effect and enzyme alone for no effect
* = called active by the depositor; ? = inconclusive; . = no result given; & = joins results of further samples. Rule as the data show it, unless noted: active = inhibition above about 30%; inconclusive = no clear call, values can overlap the other calls; inactive = below that.

Below each SMILES: GDH-TPI inh, Mtb BioA inh, Mtb UGM inh, Anthrax LF prot, FadD28 binding, Mtb FBA inh, PfHsp40 yeast, BoNT-F LC inh, BoNT-A LC inh2
> C[C@H](NC(=O)CCCOc1ccc(Cl)cc1Cl)c1nnc2ccccn12
    -2.2, 0.1, -2.5, -2.3, -2.6, 0.3, 0.2, -2.5, -0.6
> COc1ccc(CNC(=O)CSc2nnc3nc(C)cc(C)n23)cc1OC
    -9.2, ., -1.0, -4.8, -3.8, -0.4, -0.5, -4.0, -1.8
> O=C(NCCCn1ccnc1)c1ccc(Br)s1
    -7.4, 3.1, -3.0, 0.9, 0.5, 2.2, -0.3, -15.1, -5.5
> C[C@H](CO)N1C[C@H](C)[C@@H](CN(C)C(=O)c2ccc(F)cc2)Oc2cc(Br)ccc2S1(=O)=O
    -6.2, 1.4&6.2, ., 1.4, -1.7, -0.5, ., -1.6, 0.0
> CNS(=O)(=O)c1ccc(NC(=S)Nc2ccc3c(c2)OCO3)cc1
    -0.6, ., -1.1, 0.1, -2.5, 0.3, -1.0, -6.1, -0.7
> Cc1ccc(C(=O)NN2C(=O)C3C4c5ccccc5C(c5ccccc54)C3C2=O)cc1 (stereo unspecified)
    6.4, ., 3.8, 2.0, -3.3, 2.1, 0.4, -5.7, -0.3
> N#CCCN(C(=O)COc1ccc(Cl)cc1Cl)c1ccccc1
    -1.4, 0.5, -0.1, -4.8, 1.2, -3.1, -0.1, 4.0, -0.3
> CCc1nc2n[nH]c(N)c2c2c1CCCC2
    7.8, -2.1, -1.9, -9.9, -2.2, 4.5, -1.9, 16.1, 0.0
> CN(CCc1ccccc1)C(=O)c1cccc(NC(=O)Cc2cccc(NC(=O)C3CCCN(C(=O)C4CCC4)C3)c2)c1 (stereo unspecified)
    4.5, -0.3, ., -4.9, -1.7, 2.5, -0.8, -5.9, -0.6
> CCN(CC)S(=O)(=O)c1cc(C(=O)OC)ccc1Cl
    -3.8, 1.3, 6.1, -3.9, -1.9, 1.6, -0.3, -3.6, -0.7
> O=C(NCCc1csc(-c2cccnc2)n1)c1ccc(Br)o1
    1.4, 7.5, -0.5, -12.3, -1.0, 4.2, -0.7, -9.1, 0.0
> COC(=O)c1ccc(NC(=O)c2ccc(OC(C)=O)c(OC)c2)cc1
    8.5, 3.8, 1.5, -3.9, -1.9, 0.0, -1.4, -3.9, 0.3
> O=c1c2cc(Cl)ccc2nc(-c2ccc(Cl)c(Cl)c2)n1O
    -3.8, -1.0, -1.2, 0.5, -2.8, -6.2, -2.0, 8.2, 0.6
> COC(=O)Nc1ccc(S(=O)(=O)N2CCC(C(=O)NC3CCCCC3)CC2)cc1
    -6.6, 1.2, 1.9, -4.2, -4.7, -0.8, 1.2, -1.6, -2.1
> Cc1cccc(NC(=O)c2ccc(OCC(=O)NCc3ccccc3)cc2)c1C
    -1.2, ., 0.1, -1.7, -2.3, 0.6, -0.6, -5.7, -1.0
> CN1C(=O)/C(=C/c2ccccc2OCc2ccc(C(=O)O)cc2)NC1=S
    6.4, ., 0.1, 3.5, -1.4, 1.8, 3.6, -3.5, -1.3
> Cc1ccc2nc(Cn3cc(C(F)(F)F)ccc3=O)cc(=O)n2c1
    12.3, 8.9, -5.0, -1.9, -2.0, 24.5, -0.9, -3.2, -0.6
> CCOC(=O)/C(C#N)=C\c1cc(OC)c(OC)cc1[N+](=O)[O-]
    2.2, ., -0.7, -1.1, 0.4, 3.3, -1.3, 1.4, -0.6
> CSCCC(c1nnnn1C(C)(C)C)N1CCC(n2c(=O)[nH]c3ccccc32)CC1 (stereo unspecified)
    ., -1.9, ., 2.8, -2.1, -1.5, ., -4.9, -0.5
> COc1ccc(CNC(=O)C2CCCN(S(=O)(=O)N3CCC(C)CC3)C2)c(OC)c1 (stereo unspecified)
    11.8, -5.1, 0.9, -0.2, 0.4, 3.4, -0.8, 3.3, -0.7
> CCNC(=S)Nc1cccc(S(=O)(=O)Nc2ccccc2OC)c1
    7.5, ., -0.5, -5.6, -2.6, 1.3, -1.1, -0.7, -0.9
> O=C(NC1CC1)C1CCN(c2ccc(S(=O)(=O)N3CCOCC3)cc2Cl)CC1
    -2.1, ., -3.1, -5.6, -2.6, -4.3, -1.9, -1.0, 1.4
> CS(=O)(=O)Nc1ccc2c3c(cccc13)CC2
    6.0, ., -8.5, -2.0, 1.0, 15.9, -0.8, 3.3, 0.7
> O=[N+]([O-])c1ccc(O)c(/C=N/Nc2ccccc2[N+](=O)[O-])c1
    -4.7, 1.4, -0.2, 9.9, -3.0, 3.9, 2.8, 8.6, -0.4
> CCOc1ccc(/C=N/n2cnnc2)cc1
    16.1, ., -4.0, 3.0, -0.3, 3.0, -0.3, -3.0, ?
> Cc1ccccc1NS(=O)(=O)c1ccc(OCC(=O)N2CCCC2)cc1
    -2.3, -3.8, 0.2, -3.3, 0.3, -1.2, 0.7, -9.7, -0.5
> COc1ccc(C2CC(c3cccs3)=NN2C(=O)COC(=O)C2CCCCC2)cc1OC (stereo unspecified)
    2.5, -1.9, -0.3, -4.5, -1.1, 3.3, -0.4, -3.8, -0.1
> CCC1Oc2ccccc2N(CC(=O)N2CC(C)CC(C)C2)C1=O (stereo unspecified)
    15.9, -4.4, ., 6.6, 0.7, 2.7, ., 6.0, 0.8
> CCCCN(CCCC)CCCNC(=O)CC1Oc2ccc(C)cc2NC1=O (stereo unspecified)
    -8.1, ., 1.1, -2.4, -0.6, -0.1, 2.9, -6.5, -4.7
> CC(C)C(=O)Nc1ccc(N2CCN(C(=O)c3cccs3)CC2)cc1
    5.0, -1.2, 0.5, -3.4, 0.2, -6.5, 0.2, 4.4, 1.0
> O=S(=O)(Nc1n[nH]c(C(F)(F)F)n1)c1ccccc1
    5.3, -5.1, 5.4, 1.0, 0.6, 0.4, -0.5, -4.0, 0.9
> O=[N+]([O-])c1ccc(N/N=C\c2cccn2-c2ccccc2)nc1
    16.1, -0.5, -0.8, -10.5, -1.7, -14.4, 14.9, -38.8, -2.0
> COc1cc(CCC(=O)Nc2ccc(S(=O)(=O)N3CCOCC3)cc2)cc(OC)c1OC
    8.2, 1.0, 1.6, -4.2, -1.4, 4.7, 0.2, -1.3, -0.3
> Cc1ccc(N(CC(=O)NC2CCCC2)C(=O)CCC(=O)Nc2nccs2)cc1C
    3.0, 0.0, 0.9, -5.2, -0.7, -1.2, 0.9, 16.1, 1.0
> CCOC(=O)C1CCN(C(=O)Nc2ccc(C)c(Cl)c2)CC1
    -7.1, -0.9, -0.2, 7.4, -3.2, 2.3, -1.4, -3.3, 0.4
> COCCN(CCOC)S(=O)(=O)c1ccc(C(=O)Nc2ccc(S(=O)(=O)Nc3nccc(C)n3)cc2)cc1
    3.5, ., -0.4, -2.1, 0.3, 1.9, -0.1, -0.7, 0.2
> COc1cc(C(CCN2CCCC(C)C2)c2c(OC)cc(OC)c3c2OC(=O)CC3c2ccc(N(C)C)cc2)cc(OC)c1OC (stereo unspecified)
    -2.6, -0.3, -0.8, -8.4, 0.5, -0.7, -0.1, -7.8, -0.6
> CCN1C(=O)c2ccc(C(=O)Nc3c(C)cc(C)cc3C)cc2C1=O
    8.4, 0.9, -1.2, 1.4, -2.2, 1.6, -0.9, ?, -2.3
> CC(=O)N/C(=N/c1nc(C)cc(C)n1)Nc1ccc(C)cc1Cl
    7.0, -6.3, ., -11.9, 0.5, 2.7, -0.1, 21.9, 1.2
> CC(=O)Nc1ccc(C(=O)Nc2cc(C)on2)cc1
    -1.0, -3.4, -0.7, -7.1, 0.7, 9.0, -1.2, 6.8, 3.4
> CCCC(=O)Nc1cccc(NC(=O)c2ccc(C)c([N+](=O)[O-])c2)c1
    -4.2, 43.8*, -1.0, -0.6, -3.3, -0.7, -1.4, -0.4, ?
> COc1cc(C2NC(=O)c3ccccc3O2)ccc1OC(C)C (stereo unspecified)
    8.5, -1.6, 0.7, 5.4, -1.8, 10.9, -1.2, ?, -4.4
> c1cc(CN2CCN(C3CCCCCC3)CC2)ccn1
    -10.2, ., -3.1, -4.5, -2.2, -2.6, -0.1, -1.3, -0.2
> O=C(CSc1c2c(nc3ccc(Cl)cc13)CCCC2)NCc1ccco1
    10.3, ., -2.4, 4.1, -8.7, 2.0, 0.7, 30.4, 3.5
> O=C(CSc1ncnc2c1nnn2-c1ccc(F)cc1)NCc1ccco1
    -10.0, 3.3, -1.2, -1.1, -2.5, -1.8, 0.6, 2.2, 0.3
> N#Cc1ncn(C2OC(CO)C(O)C2O)c1N (stereo unspecified)
    4.9, ., ., -6.9, 0.7, 1.2, ., -5.1, -0.5
> CCOc1ccccc1N1CCN(CC(=O)Nc2cc(C)on2)CC1
    -0.3, ., -0.7, -1.0, 0.5, -1.5, -0.7, -5.8, -0.8
> Cc1ccc(NC(=O)c2ccc(CSc3nnnn3C)cc2)cc1
    1.9, 0.3, 3.2, -6.6, -0.7, -1.7, -0.6, -5.7, 0.3
> OC(COc1ccc(C2C=CCC2)cc1)CN1CCCCC1 (stereo unspecified)
    8.7, -2.4, -0.8, -5.1, -1.5, 2.5, -0.6, -29.8, 5.5
> COc1ccc(-n2c(C)cc(C)c(C(C)=O)c2=S)cc1
    4.9, 0.6, 0.4, 1.9, -1.9, -1.5, 0.2, -3.3, 0.1
> NC(=O)COc1ccc(-n2cnnn2)cc1
    1.5, ., 0.2, -0.9, -1.1, -0.9, 1.1, -9.3, -0.8
> CC(C)(C)C(=O)N1N=C(c2ccc(NS(C)(=O)=O)cc2)CC1c1cccs1 (stereo unspecified)
    18.2, ., -0.6, -3.0, -1.4, 112.1*, -0.9, 2.1, 0.4
> CC1CCc2c(c3ccccc3n2C(=O)CCl)C1 (stereo unspecified)
    -8.6, 0.0, -3.1, 4.4, -1.0, -2.2, -1.0, 25.7, 1.5
> CCOc1ccc(C(=O)OCC(=O)N2CCCC2)cc1OCC
    -3.0, -0.6, 1.0, 1.4, -1.1, 0.1, -0.9, 10.7, -1.3
> CCCCNC(=O)c1nc(C2CCN(S(=O)(=O)c3ccccc3C(F)(F)F)CC2)oc1-c1cccc(C(F)(F)F)c1
    ., 0.0, ., -4.6, -1.1, -1.9, ., -9.6, -0.6
> CCn1cc(CNC(=O)/C=C/c2ccc([N+](=O)[O-])cc2)cn1
    11.5, 0.6, -6.3, -0.8, -1.1, 1.4, -0.6, -1.7, 0.8
> COc1ccc(-c2nc(-c3ccc(Br)o3)no2)cc1OC
    2.4, -1.0, -2.3, 3.4, 0.3, 1.3, 0.9, -4.1, 0.2
> Cc1ccc(NS(=O)(=O)c2c(C)nc3sccn3c2=O)cc1
    24.4, 3.1, 3.1, 5.7, -1.9, 2.1, -0.2, -4.2, -0.9
> COCCCNC(=O)c1ccc(CS(=O)(=O)c2ccc(OC)cc2)o1
    4.0, -0.2, -2.6, 1.2, -1.5, 0.7, -0.3, -3.7, -0.5
> O=C(CCN1C(=O)c2ccccc2S1(=O)=O)Nc1ccccc1
    2.3, -0.7, 1.9, -0.7, -0.5, -1.4, 0.1, -2.0, -0.1

(continued)
Below each SMILES: GDH-TPI inh, Mtb BioA inh, Mtb UGM inh, Anthrax LF prot, FadD28 binding, Mtb FBA inh, PfHsp40 yeast, BoNT-F LC inh, BoNT-A LC inh2
> O=[N+]([O-])c1ccc(N2CCOCC2)cn1
    3.8, ., 1.5, -5.5, 1.1, -3.8, -0.3, -5.0, -0.6
> COc1cccc(Cn2c3ccc(NC(=O)Cc4ccccc4C)cc3c(=O)n2C)c1
    2.7, -1.0, ., -4.0, 0.5, 89.4*, ., -1.4, 0.3
> CC(=O)c1cccc(NC(=O)N2CCCC2C(=O)NCCC(C)C)c1 (stereo unspecified)
    -3.5, -0.5, 0.8, ., -3.4, -3.0, -1.0, ., .
> CCOC(=O)c1ccc(N2CN(CC)CNC2=S)cc1
    -7.5, -0.1, 0.0, -1.8, -2.4, -1.1, 0.6, -2.4, -0.2
> COc1ccc2nc3cc(Cl)ccc3c(Nc3cc(C(C)C)c(O)cc3C)c2c1
    4.8, ., 1.3, -6.0, -1.8, -4.4, 1.8, -42.7, -1.4

Just Mtb FBA inh and Anthrax LF prot, for two of the compounds above:
Compound,Mtb FBA inh,Anthrax LF prot
COc1cccc(Cn2c3ccc(NC(=O)Cc4ccccc4C)cc3c(=O)n2C)c1,89.4*,-4.0
CC(=O)c1cccc(NC(=O)N2CCCC2C(=O)NCCC(C)C)c1 (stereo unspecified),-3.0,.

From PubChem
